# GLP1R ag: GLP-1 receptor (human) agonism. P43220. HEK293 GLP-1R CRE-luciferase, luminescence, 4-6 h; cells express a hypersensitive GLP-1R form. Potency, µM (doses to about 45.6 µM), without a hit: at the top dose activation, hits mostly activators. hit rate 0.007% among 380,000. AID 624172; note: potency is the fitted concentration of half-maximal effect; % of control where 0% means no effect
# Target sequence (P43220 whole entry, looked up): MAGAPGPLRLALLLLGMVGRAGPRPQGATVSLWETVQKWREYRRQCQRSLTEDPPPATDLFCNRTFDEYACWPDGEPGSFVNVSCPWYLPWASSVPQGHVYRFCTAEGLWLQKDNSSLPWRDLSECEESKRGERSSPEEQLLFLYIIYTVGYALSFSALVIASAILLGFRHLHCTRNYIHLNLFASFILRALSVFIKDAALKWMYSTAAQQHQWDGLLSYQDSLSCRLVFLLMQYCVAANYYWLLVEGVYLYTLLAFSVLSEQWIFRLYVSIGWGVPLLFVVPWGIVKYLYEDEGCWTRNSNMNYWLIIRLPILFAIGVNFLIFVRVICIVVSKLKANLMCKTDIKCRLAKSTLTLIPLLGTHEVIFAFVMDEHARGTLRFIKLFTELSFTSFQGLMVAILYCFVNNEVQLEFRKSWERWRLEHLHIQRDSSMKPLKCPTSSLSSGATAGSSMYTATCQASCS
# D3 ag: agonists of human D3 dopamine receptor | hit rate 0.58% among 410,000 | P35462 | max activation, % | D3R DiscoveRx beta-arrestin cells, luminescence, 90 min; in the data active = max activation above about 30%; note: 0% is about no effect; mostly tested at two doses, the higher about 12 µM
# Target sequence (P35462 whole entry, looked up): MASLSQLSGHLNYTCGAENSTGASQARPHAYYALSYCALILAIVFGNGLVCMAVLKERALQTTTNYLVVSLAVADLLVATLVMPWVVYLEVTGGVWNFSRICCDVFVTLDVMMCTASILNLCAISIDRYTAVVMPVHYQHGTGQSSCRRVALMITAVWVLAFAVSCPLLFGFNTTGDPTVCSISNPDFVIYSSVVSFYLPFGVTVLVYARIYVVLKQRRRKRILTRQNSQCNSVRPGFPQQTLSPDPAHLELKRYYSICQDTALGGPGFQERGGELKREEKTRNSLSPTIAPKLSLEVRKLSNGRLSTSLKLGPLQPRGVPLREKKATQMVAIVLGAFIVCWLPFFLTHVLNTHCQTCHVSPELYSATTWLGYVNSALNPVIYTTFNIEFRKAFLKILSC
#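 Agonist-mode cell screen: cells plated at 1500/well and incubated overnight at 37 °C, then exposed to library compounds for 90 min at 37 °C. Detection reagent was added for 30–60 min at room temperature, and luminescence was read.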
# HT1080 IDH1KD tx: HT-1080 IDH1 knockdown cell toxicity (counter line); HT-1080 IDH1 knockdown viability, ATP luminescence, 48 h; Potency, µM (top dose mostly 46.1 µM), for inactives: at the top dose activity, negative = toxicity, usual class: cytotoxic; hit rate 2% among 360,000; AID 686971;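 note: potency is the fitted concentration of half-maximal effect; 0% = DMSO wells and -100% = cell-free medium wells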
#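 Assay cells: HT-1080 with IDH1 knockdown, 750 per well, RPMI/5% FBS. Exposure: 48 h at 37 °C following 2 h pre-incubation. Read: CellTiter-Glo luminescence; fitted concentration-response, curve class assigned.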
# HT1080NT lethal: kills 2HG-producing HT-1080-NT fibrosarcoma cells. hit rate 1.6% among 360,000. HT-1080-NT fibrosarcoma viability, CellTiter-Glo ATP luminescence, 48 h. Potency, µM (doses to about 46.1 µM), for the others: at the top dose activity, negative = less viability, most hits filed as cytotoxic;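 note: NT is the 2HG producing partner of a matched IDH1 knockdown line; potency is the fitted concentration of half-maximal effect; 0% = DMSO-treated cells and -100% = media-only wells without cells; nearly all actives have a fitted effect of over 55% in size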
#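 Toxicity toward the 2HG-producing NT line was scored as %Activity, normalised to DMSO and no-cell wells, from CellTiter-Glo luminescence after 48 hours' treatment.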
# KB-V1 MDR tox: KB-V1 MDR subline cytotoxicity; Potency, µM (doses to about 46.1 µM), for inactives: top-dose activity change, negative = cytotoxicity, usual class: cytotoxic; KB-V1 MDR cells viability, CellTiter-Glo, 72 h; hit rate 3.4% among 400,000; AID 1347076; note: potency is the fitted concentration of half-maximal effect; % is set by controls: 0 for no effect and ±100 for the full control effect; nearly all actives have a fitted effect of over 60% in size
#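 Following 72 h at 37 degrees C with compound, KB-V1 cell viability was read by CellTiter-Glo luminescence, medium being phenol-red-free DMEM plus 10% FBS; concentration-response parameters came from normalized, curve-fitted qHTS data.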
# D3 antag: blocks the human D3 dopamine receptor | P35462 | D3R cells, DiscoveRx beta-arrestin luminescence, antagonist mode; stronger effect = lower value | max response, negative = inhibition, % | hit rate 2.5% among 360,000 | AID 652054; in the data active = max response below about -50%; inconclusive = no clear call, values can overlap the other calls; note: % is set by controls: 0 for no effect and ±100 for the full control effect; mostly tested at two doses, the higher about 12 µM
#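 Cells plated overnight at 1500 cells/well, then exposed to library compounds with dopamine controls for 90 minutes at 37 degrees C. DiscoveRx reagent added for 30–60 minutes at room temperature; luminescence read, quantitative HTS format.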
# IL1B secr inh: blocks inflammasome-driven IL-1 beta release. THP-1 LPS/ATP IL-1B secretion, AlphaLISA, 16 h; stronger effect = lower value. AID 743279. hit rate 4.7% among 360,000. activity change, % at 57.5 µM; in the data active = activity change below about -50%; inconclusive = mostly about -30% to -49%; note: % is set by controls: 0 for no effect and ±100 for the full control effect
#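 THP-1 cells pretreated 1 hr with compounds (up to 57.5 uM final), then stimulated with LPS (250 ng/mL final) plus ATP (1.25 mM final); secreted IL-1B measured by AlphaLISA after 16 hr, decreased signal indicating inhibition.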
# KB-3-1 tox: kills parental KB-3-1 adenocarcinoma cells. KB-3-1 viability, CellTiter-Glo ATP luminescence, 72 h. Potency, µM (doses to about 46.1 µM), without a hit: at the top dose activity change, negative = cytotoxic, usual class: cytotoxic. hit rate 1.4% among 400,000. AID 1347075; note: potency is the fitted concentration of half-maximal effect; % is set by controls: 0 for no effect and ±100 for the full control effect; nearly all actives have a fitted effect of over 60% in size
#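 Screening of KB-3-1 cells (DMEM, 10% FBS, phenol-red free) ran from lowest to highest compound concentration; after 72 h at 37 °C viability was read luminescently and curves fitted.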
# SW480 rereplic: induces DNA re-replication in SW480 colon adenocarcinoma cells; hit rate 1.8% among 340,000; Potency, µM (doses to about 46.1 µM), for inactives: at the top dose re-replication activation, hits mostly activators; SW480 DNA re-replication, Hoechst DNA content imaging, 48 h; AID 624297; note: potency is the fitted concentration of half-maximal effect; % of control where 0% means no effect; nearly all actives have a fitted effect of over 55% in size
#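 Image-based read-out: total Hoechst fluorescence of nuclei (405 nm excitation, 500-530 nm emission), with hits raising the fraction of high-intensity nuclei. SW480 colon cells incubated 48 hr with compounds at 37 C.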
# * = called active by the depositor; u = inconclusive; x = not tested or not shown; & = joins results of further samples; [ ] = another dose, or the depositor's remark. Unless noted, calls come from the whole dose curve; as a rule, active = well fitted curve in the direction sought with a large enough effect; inconclusive = small, poorly fitted or top-dose-only effect, or another doubt; inactive = no such curve, though single readings can be large; an effect the other way counts as inactive or inconclusive.
SMILES,GLP1R ag,D3 ag,HT1080 IDH1KD tx,HT1080NT lethal,KB-V1 MDR tox,D3 antag,IL1B secr inh,KB-3-1 tox,SW480 rereplic
C/C(=N\N=C1\NC(=O)C(CC(=O)Nc2ccc(C)c(Cl)c2)S1)C(C)C (configuration not stated),9%,-2,-20%,-30%,-9%,-1,0,5%,-7%
COCCCNC(=O)CCN1N=C(c2ccccc2)CCC1=O,3%,1,12%,12%,-8%,15,0,3%,-11%
O=C1N[C@@H](Cc2c[nH]c3ccccc23)COC(=O)[C@@H](Cc2ccc(F)cc2)C/C=C\C[C@H]1CC(=O)N(CCO)Cc1ccccc1,-6%,9,u,-18%,8%,27,u,u,-14%
CC1CC(C)CN(C(=O)c2cccc(S(=O)(=O)NCc3ccccc3)c2)C1 (configuration not stated),-2%,-8,-3%,-6%,-5%,-20,14,-5%,0%
CC(=O)NCCc1nc2cc(NS(=O)(=O)c3ccccc3)ccc2n1C,0%,0,26%,17%,28%,13,-10,1%,-6%
COc1cc(C(=O)N2CCc3ccccc32)cc(OC)c1OC,-4%,-2,-6%,-14%,-23%,-4,15,4%,23%
CC1CC(C)(C)CC2(C1)NC(=O)N(CC(=O)Nc1nccs1)C2=O (configuration not stated),-9%,-1,0%,6%,9%,1,7,2%,-9%
Clc1ccc(Cl)c(OCCN2CCOCC2)c1,7%,8,4%,4%,3%,-52*,-12,-3%,2%[9.22 µM]
O=C1CC[C@@H]2CC3(C[C@@H]4CCN1[C@H]24)Nc1cc([N+](=O)[O-])ccc1NC3=NC1CCCCC1 (some centres not stated),4%,2,0%,6%,u,-1,1,0%,-13%
Cc1ccc(NC(=O)C(C)N2CCCC2)cc1Cl (configuration not stated),19%,0,17%,13%,u,2,15,4%,-4%
COc1ccc(CN(C(=O)c2ccco2)c2ccc(Br)cc2)cc1OC,10%,-2,-23%,-30%,u,5,u,-14%,-6%
O=C(CSc1ccc(-c2ccccn2)nn1)N1CCCCC1,4%,2,-10%,-2%,u,16,43,-4%,-2%
O=C(Oc1cccnc1)c1ccc(Cl)c(Cl)c1,-8%,13,-19%,-29%,1%,u,5,-6%,-6%
O=C1OCc2ccc(NC(=O)c3ccccc3C(=O)O)cc21,-6%,1,-4%,5%,-16%,-18,-2,0%,2%
O=C(N/N=C/c1ccc(Br)o1)c1cncc(Br)c1,-1%,-4,0%,0%,u,-8,0,u,-1%
CCn1c(CNC(=O)c2cccs2)n[nH]c1=S,-6%,5,1%,10%,1%,3,16,7%,-17%
CCCN1/C(=C2/SC(=S)N(CC)C2=O)C=Cc2ccccc21,-5%,-7,0%,13%,u,-30,-29,6%,-4%
CNC(=O)CSc1nnc(-c2ccco2)n1-c1cccc(C)c1C,4%,-5,5%,7%,9%,0,20,6%,-3%
O=C(O)C1CCCN1S(=O)(=O)c1ccc(Cl)cc1 (configuration not stated),-1%,7,6%,1%,u,33,5,2%,3%
Cc1ccc2ncc([N+](=O)[O-])n2c1,2%,3,-2%,9%,4%,13,20,-5%,-29%
COc1nccnc1NS(=O)(=O)c1ccc(N)cc1,0%&-6%,-4&-1,10%,7%,2%,4,14,12%,-2%&9%
NC(=O)CN1C(=O)C2C3C=CC(C3)C2C1=O (configuration not stated),-8%,6,19%,19%,21%,17,90,6%,-5%
CC1CCCN(C(=S)Nc2ccc3nc4n(c(=O)c3c2)CCCCC4)C1 (configuration not stated),0%,-9,11%,12%,3%,u,4,1%,-5%
Cc1ccnn1CCC(=O)N1CCCC(N2CCN(c3cccc(Cl)c3)CC2)C1 (configuration not stated),8%,-4,-18%,-10%,-17%,-4,2,0%,-3%
Cc1ccc(NC(=S)NNC(=S)NNc2ccccc2)cc1C,2%,-14,-4%,0%,13%,u,-13,-4%,x

# 2 records picked at random from those above, as already listed:
SMILES,GLP1R ag,D3 ag,HT1080 IDH1KD tx,HT1080NT lethal,KB-V1 MDR tox,D3 antag,IL1B secr inh,KB-3-1 tox,SW480 rereplic
CCn1c(CNC(=O)c2cccs2)n[nH]c1=S,-6%,5,1%,10%,1%,3,16,7%,-17%
CC1CC(C)(C)CC2(C1)NC(=O)N(CC(=O)Nc1nccs1)C2=O (configuration not stated),-9%,-1,0%,6%,9%,1,7,2%,-9%

# The list continues:
SMILES,GLP1R ag,D3 ag,HT1080 IDH1KD tx,HT1080NT lethal,KB-V1 MDR tox,D3 antag,IL1B secr inh,KB-3-1 tox,SW480 rereplic
COc1cccc(CC2(CO)CCCN(Cc3cnn(-c4ccccc4)c3)C2)c1 (configuration not stated),-2%,-18,-5%,0%,0%,u,u,-6%,u
CCc1nnc(NC(=O)C2CC(=O)N(Cc3ccccc3)C2)s1 (configuration not stated),-1%,-10,22%,-1%,13%,4,-19,3%,u
COc1ccccc1NC(=O)c1ccc(NC(=O)COC(=O)CCC2CCCC2)cc1,4%,5,3%,3%,0%,1,0,29%,-2%
Cc1cc(Br)ccc1NC(=O)CCS(=O)(=O)c1cccc2nsnc12,1%,-1,x,x,-16%,x,x,5%,x
COc1ccc(/C=C(\C#N)C(=O)OCC(=O)NCc2ccco2)cc1,1%,-5,-2%,-1%,-1%,-6,-4,5%,1%
CN(C)/N=C/C=C1\CC/C(=C\c2ccc(F)c(F)c2)C1=O,-1%,0,9%,9%,24%,-5,-16,18%,3%
Cc1onc(-c2ccccc2Cl)c1C(=O)NCCCN1CCOCC1,-1%,-3,-9%,-5%,-15%,-28,-3,-7%,0%
Cn1ccs/c1=N\S(=O)(=O)c1ccc(C(C)(C)C)cc1,7%,1,-4%,7%,-7%,9,-5,-6%,3%
COc1ccc(NC(=O)Nc2ccc3c(c2)C(=O)N([C@H](C)CO)C[C@H](C)[C@@H](CN(C)C(=O)NC(C)C)O3)cc1,5%,11,4%,-21%,12%,12,21,20%,-4%
O=[N+]([O-])c1ccc(NN=Cc2ccccc2O)nc1,-13%,-6,7.3µM*,u,-9%,-4,59,-10%,2.6µM*
O=C(c1cc(COc2c(F)cccc2F)on1)N1CCc2ccccc2C1,18%,1,4%,13%,0%,-20,u,1%,-12%
CCN(CC)S(=O)(=O)c1cccc(NC(=O)CSc2nc3ccccc3[nH]2)c1,6%,-7,-7%,-1%,u,1,-57*,-14%,14%
CCOc1ccc(CCNC(=O)CCCN2C(=O)c3ccccc3C2=O)cc1OCC,0%,1,1%,8%,11%,7,0,u,-15%
COc1ccc(-c2cc(C(=O)N3CCCCC3)c3ccccc3n2)cc1,-2%,-9,-1%,-7%,-3%,2,-26,-5%,3%
Cc1ccc(S(=O)(=O)N/N=C\c2cn(CC(N)=O)c3ccccc23)cc1,-4%,3,3%,3%,x,4,6,x,-4%
CCOc1ccc(NC(=O)Nc2ccc(Br)cn2)cc1,9%,-10,6%,19%,6%,-6,-14,-5%,2%
Cc1c(Cl)c([N+](=O)[O-])nn1CC(=O)N1CCCc2ccccc21,1%,-7,-4%,-5%,-21%,-17,6,0%,-9%
Nc1c(C(=O)NCc2ccco2)sc2nc(N3CCOCC3)c3c(c12)CCCC3,4%,-1,-10%,-10%,-11%,-15,2,10%,1%
COc1ccc(NC(=O)c2ccc(S(=O)(=O)N3CCCC3)cc2)cc1OC,4%,0,-1%,0%,-4%,-4,-2,-13%,-26%
CCc1cccc2c(C(=O)COC(=O)c3cnc(C)cn3)c[nH]c12,4%,-7,-1%,0%,u,-16,-6,u,-6%

# In another format: entries from further up
Structure | GLP1R ag | D3 ag | HT1080 IDH1KD tx | HT1080NT lethal | KB-V1 MDR tox | D3 antag | IL1B secr inh | KB-3-1 tox | SW480 rereplic
CCn1c(CNC(=O)c2cccs2)n[nH]c1=S | -6% | 5 | 1% | 10% | 1% | 3 | 16 | 7% | -17%
CCCN1/C(=C2/SC(=S)N(CC)C2=O)C=Cc2ccccc21 | -5% | -7 | 0% | 13% | u | -30 | -29 | 6% | -4%
CNC(=O)CSc1nnc(-c2ccco2)n1-c1cccc(C)c1C | 4% | -5 | 5% | 7% | 9% | 0 | 20 | 6% | -3%
O=C(O)C1CCCN1S(=O)(=O)c1ccc(Cl)cc1 (configuration not stated) | -1% | 7 | 6% | 1% | u | 33 | 5 | 2% | 3%
Cc1ccc2ncc([N+](=O)[O-])n2c1 | 2% | 3 | -2% | 9% | 4% | 13 | 20 | -5% | -29%
COc1nccnc1NS(=O)(=O)c1ccc(N)cc1 | 0%&-6% | -4&-1 | 10% | 7% | 2% | 4 | 14 | 12% | -2%&9%
NC(=O)CN1C(=O)C2C3C=CC(C3)C2C1=O (configuration not stated) | -8% | 6 | 19% | 19% | 21% | 17 | 90 | 6% | -5%
CC1CCCN(C(=S)Nc2ccc3nc4n(c(=O)c3c2)CCCCC4)C1 (configuration not stated) | 0% | -9 | 11% | 12% | 3% | u | 4 | 1% | -5%
Cc1ccnn1CCC(=O)N1CCCC(N2CCN(c3cccc(Cl)c3)CC2)C1 (configuration not stated) | 8% | -4 | -18% | -10% | -17% | -4 | 2 | 0% | -3%
Cc1ccc(NC(=S)NNC(=S)NNc2ccccc2)cc1C | 2% | -14 | -4% | 0% | 13% | u | -13 | -4% | x
COc1cccc(CC2(CO)CCCN(Cc3cnn(-c4ccccc4)c3)C2)c1 (configuration not stated) | -2% | -18 | -5% | 0% | 0% | u | u | -6% | u
CCc1nnc(NC(=O)C2CC(=O)N(Cc3ccccc3)C2)s1 (configuration not stated) | -1% | -10 | 22% | -1% | 13% | 4 | -19 | 3% | u

# Assay outcomes from PubChem.
